RXFP1 antag = blocks the human relaxin receptor RXFP1. HEK293-RXFP1, relaxin-stimulated cAMP HTRF, 30 min; active compounds read low. activity change, negative = inhibition, % at 57.5 µM. 0.59% of 350,000 active. AID 1259400;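 active means activity change of -60% or lower, but not beyond a set lower limit; inconclusive means change between -60% and -40%, or beyond the set limit; inactive means change above -40%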
Target sequence (Q9HBX9 whole entry, looked up): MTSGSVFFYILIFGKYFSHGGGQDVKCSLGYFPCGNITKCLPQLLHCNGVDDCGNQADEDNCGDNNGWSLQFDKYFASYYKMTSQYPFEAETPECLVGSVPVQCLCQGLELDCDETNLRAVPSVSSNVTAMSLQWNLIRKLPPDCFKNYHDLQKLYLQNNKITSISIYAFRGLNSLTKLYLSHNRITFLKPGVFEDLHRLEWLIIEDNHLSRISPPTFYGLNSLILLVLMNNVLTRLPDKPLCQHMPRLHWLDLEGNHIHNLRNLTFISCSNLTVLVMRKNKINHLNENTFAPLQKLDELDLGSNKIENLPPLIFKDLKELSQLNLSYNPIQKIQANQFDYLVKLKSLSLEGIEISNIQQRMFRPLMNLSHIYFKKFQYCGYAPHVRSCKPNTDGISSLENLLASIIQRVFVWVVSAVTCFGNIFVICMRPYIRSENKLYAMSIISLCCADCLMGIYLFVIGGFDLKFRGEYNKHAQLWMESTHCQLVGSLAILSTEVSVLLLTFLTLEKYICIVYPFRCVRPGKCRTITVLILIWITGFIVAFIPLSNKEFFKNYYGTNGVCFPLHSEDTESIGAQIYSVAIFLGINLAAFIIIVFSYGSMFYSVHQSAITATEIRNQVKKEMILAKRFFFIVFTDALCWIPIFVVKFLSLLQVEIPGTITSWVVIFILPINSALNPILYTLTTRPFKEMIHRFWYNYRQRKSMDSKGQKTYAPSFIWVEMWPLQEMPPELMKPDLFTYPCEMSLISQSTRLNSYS
* marks the source's active call; other numbers are inactive results; u = inconclusive. On the % scale 0 is the no-effect control and ±100 the full control effect. A portion of the library; rates above refer to the full screens.

SMILES	RXFP1 antag
COc1cccc(OC)c1C(=O)OCC(=O)NCC1CCCCC1	-7
COCCN(C(=O)COC(=O)CCOc1cc(C)ccc1C)c1c(N)n(Cc2ccccc2)c(=O)[nH]c1=O	-1
Nc1[nH]n(-c2c(Cl)cc(Cl)cc2Cl)c(=O)c1N=Nc1ccc(S(=O)(=O)Nc2ncccn2)cc1	-5
COc1ccccc1C(=O)C(=O)c1ccccc1OC	9
COc1ncnc2c1ncn2CCCN1CCN(Cc2ccc(C)cc2)CC1	1
CS(=O)(=O)c1ccc(Cl)c(NC(=O)c2ccc(-n3cncn3)c([N+](=O)[O-])c2)c1	0
COC(=O)C=CSC(=S)C1CCCC1=N (stereo not drawn)	5
CC(=O)Nc1cccc(C(=O)Nc2cc(C(F)(F)F)ccc2-n2cncn2)c1	2
O=C(NC1CC1)c1cccc(NC(=O)C2CCN(S(=O)(=O)c3cccc(C(F)(F)F)c3)CC2)c1	1
CCN(CC(=O)Nc1ccc2c(c1)OCCO2)C(=O)c1ccccc1Br	-8
CN(CC1CCCN(CCc2ccccc2F)C1)C(=O)c1cc2ccccc2o1 (stereo not drawn)	7
CCN(CC(=O)Nc1ccc(C#N)cc1)CC(=O)Nc1ccc2c(c1)OCCO2	5
CC(=O)Nc1cccc(NCC(=O)Nc2cc(S(=O)(=O)N3CCCCC3)ccc2Cl)c1	-33
COc1cccc(-n2c(SCC(=O)N3CCOCC3)nc3c([nH]c4ccccc43)c2=O)c1	-23
O=C(Nc1ccccc1)C1=C(Nc2ccccc2)CSC1	0
Cc1cc(C)cc(C(=O)NCC(=O)N2CCC(C(N)=O)CC2)c1	1
Cc1c(NC(=O)[C@@H](NC(=O)c2ccc(Cl)c([N+](=O)[O-])c2)C(C)C)c(=O)n(-c2ccccc2)n1C	-12
Cc1noc(C)c1S(=O)(=O)N(C)C[C@@H]1OCc2cnnn2CCCC(=O)N([C@H](C)CO)C[C@@H]1C	-2
c1c[nH]c(CN2CCN(Cc3ncc[nH]3)CC2)n1	-12
CCN(CC)S(=O)(=O)c1ccc(N2CCOCC2)c(NC(=O)c2nn(C)c(=O)c3ccccc23)c1	-1
COc1ccc(OC)c(-c2cc(C(=O)N/N=C/c3ccc(F)cc3)c3ccccc3n2)c1	7
COc1ccccc1NS(=O)(=O)c1cc(NC(=O)c2ccc(Cl)nc2)ccc1N1CCCC1	-18
CC1(c2ccccc2)C(C#N)C(=O)NC(=O)C1C#N (stereo not drawn)	-8
Cc1ccsc1C(=O)OCC(=O)c1cc(C)n(C)c1C	3
Cn1cc(C(=O)N/N=C/C2=C(N3CCOCC3)C(=C/c3ccc([N+](=O)[O-])cc3)/CC2)ccc1=O	-7
C[C@H]1CN([C@@H](C)CO)S(=O)(=O)c2ccc(Br)cc2O[C@H]1CN(C)C(=O)c1cnccn1	-1
COc1ccccc1C(=O)N1CCN(c2nc3cc(C)cc(C)c3cc2C#N)CC1	2
N[C@H](C(=O)O)c1ccc(O)cc1	-13
Cc1ccccc1NC(=O)C(C)OC(=O)C1CCCO1 (stereo not drawn)	-2
CCCC(=O)NC(=S)Nc1ccc(S(=O)(=O)N2CCc3ccccc32)cc1	-22
COc1ccc(C(=O)OCC(O)COC(=O)c2ccc(OC)cc2)cc1	-20
O=C(NOCC1CC1)c1ccc(F)c(F)c1Nc1ccc(I)cc1Cl	-22
O=C(NCc1ccco1)Nc1cccc2ccccc12	4
CCCCCCN1C[C@@H](O)[C@H](n2cc(COC(=O)c3ccccc3)nn2)C[C@@H]1c1ccc(Cl)cc1	-1
O=[N+]([O-])c1cccc(N=Nc2ccc(O)cc2O)c1	-14
C(=NN1CCCCCC1)c1ccc2ccccc2n1	-3
Cc1ccc(S(=O)(=O)N2[C@H](c3cccc(Cl)c3)CC(=O)[C@@H]3CN(S(=O)(=O)c4ccccc4C)[C@H](c4ccc(Cl)cc4)C[C@@H]32)cc1	10
Cn1nnnc1SCC(=O)Nc1nc2c(F)c(F)c(F)cc2s1	-6
CCN(CC)CCNC(Cc1ccccc1)c1cccc(OC)c1 (stereo not drawn)	-8
O=C(O)C(Oc1ccc2ccccc2c1)c1ccccc1 (stereo not drawn)	-21
COc1ccc(C(=O)NC(=S)N2CCN(c3ccccc3O)CC2)cc1	-8
COc1ccc(/C=C2/SC(=O)N(CCNC(=O)C3CC(=O)N(Cc4ccccc4)C3)C2=O)cc1 (stereo not drawn)	4
O=C1C(CN2CCCC2)CCCC1CN1CCCC1 (stereo not drawn)	0
Cc1noc(C)c1C(=O)NC(Cc1c[nH]c2ccccc12)C(=O)O (stereo not drawn)	-3
CCOC(=O)C(Cc1cc(N)c(Oc2ccc(OC)cc2)c(N)c1)NC(C)=O (stereo not drawn)	-5
O=C(CCNC(=O)c1ccc(Br)cc1)Nc1ncccc1O	2
COc1ccc(C(=O)OCC(=O)N2CCc3ccccc3C2)cc1OC	-7
C[C@H]1CN([C@@H](C)CO)C(=O)CCCn2nncc2CO[C@H]1CN(C)C(=O)CCC(F)(F)F	4
CCOC(=O)CCC1(C(=O)OC)C(=O)CCCCCC=C1C(=O)OC (stereo not drawn)	5
Cn1nc(C(=O)NNC(=O)c2cccc(Cl)c2)c2ccccc2c1=O	-16
(cont.)
SMILES	RXFP1 antag
COc1ccc(C(=O)Nc2ccc(Cl)c(S(=O)(=O)N3CCOCC3)c2)cc1	u
CC(C)(C)c1ccc(C(=O)NCc2nnc(SCC(=O)N3CCCC3)o2)cc1	-1
Cc1ccccc1Nc1nnc(SCC(=O)NCC2CCCO2)s1 (stereo not drawn)	5
OC(CSc1ccccc1)CN1CCN(c2ccc(Cl)cc2)CC1 (stereo not drawn)	-33
CN(CCN1CCOCC1)C(=O)C1CCC(=O)N(Cc2ccc(Cl)cc2)C1 (stereo not drawn)	-3
CC1(C)CC(NC(=O)C2CCN(S(=O)(=O)c3ccc(Cl)c(C(F)(F)F)c3)CC2)CC(C)(C)N1	-7
COC(=O)c1ccc(CNC(=O)COC(=O)/C=C/c2cc(OC)c(OC)c(OC)c2)cc1	-5
C[C@@H]1CN(Cc2nnnn2CC(=O)NCCCn2cccn2)C[C@H](C)O1	-4
N#Cc1ccc(S(=O)(=O)N2CCN(C(=O)c3cn(-c4ccccc4)nc3-c3cccnc3)CC2)cc1	-22
COc1ccc(S(=O)(=O)N2CCCCCC2)cc1NC(=O)Cc1cccc(C(F)(F)F)c1	-2
COc1ccc(C(=O)NNC(=O)Cc2coc3cc(OC)ccc23)cc1	4
N#Cc1ccccc1NC(=O)CSc1n[nH]c(=O)n1C1CC1	-14
CCCCn1c(N)c(N(CCOC)C(=O)c2ccc(N3C(=O)c4ccccc4C3=O)cc2)c(=O)[nH]c1=O	-7
CC12CCC(C3NC(=S)NN=C31)C2(C)C (stereo not drawn)	3
COc1ccccc1CCNC(=O)c1cccc(NC(=O)CC2SC(N3CCCCC3)=NC2=O)c1 (stereo not drawn)	1
CN(Cc1ccccc1)C(=O)COC(=O)c1cc(=O)c2ccccc2o1	-18
O=c1[nH]cc(CCCc2ccccc2)c(=O)[nH]1	8
COCCN(C(=O)COC(=O)CCCc1c[nH]c2ccccc12)c1c(N)n(Cc2ccccc2)c(=O)[nH]c1=O	4
O=C(NN=C(c1ccccc1)c1ccccn1)c1ccccc1	-22
C(=Nn1cnnc1)c1ccc2c(c1)CCC2	2

17 consecutive compounds out of the list so far, for reference:
SMILES	RXFP1 antag
OC(CSc1ccccc1)CN1CCN(c2ccc(Cl)cc2)CC1 (stereo not drawn)	-33
CN(CCN1CCOCC1)C(=O)C1CCC(=O)N(Cc2ccc(Cl)cc2)C1 (stereo not drawn)	-3
CC1(C)CC(NC(=O)C2CCN(S(=O)(=O)c3ccc(Cl)c(C(F)(F)F)c3)CC2)CC(C)(C)N1	-7
COC(=O)c1ccc(CNC(=O)COC(=O)/C=C/c2cc(OC)c(OC)c(OC)c2)cc1	-5
C[C@@H]1CN(Cc2nnnn2CC(=O)NCCCn2cccn2)C[C@H](C)O1	-4
N#Cc1ccc(S(=O)(=O)N2CCN(C(=O)c3cn(-c4ccccc4)nc3-c3cccnc3)CC2)cc1	-22
COc1ccc(S(=O)(=O)N2CCCCCC2)cc1NC(=O)Cc1cccc(C(F)(F)F)c1	-2
COc1ccc(C(=O)NNC(=O)Cc2coc3cc(OC)ccc23)cc1	4
N#Cc1ccccc1NC(=O)CSc1n[nH]c(=O)n1C1CC1	-14
CCCCn1c(N)c(N(CCOC)C(=O)c2ccc(N3C(=O)c4ccccc4C3=O)cc2)c(=O)[nH]c1=O	-7
CC12CCC(C3NC(=S)NN=C31)C2(C)C (stereo not drawn)	3
COc1ccccc1CCNC(=O)c1cccc(NC(=O)CC2SC(N3CCCCC3)=NC2=O)c1 (stereo not drawn)	1
CN(Cc1ccccc1)C(=O)COC(=O)c1cc(=O)c2ccccc2o1	-18
O=c1[nH]cc(CCCc2ccccc2)c(=O)[nH]1	8
COCCN(C(=O)COC(=O)CCCc1c[nH]c2ccccc12)c1c(N)n(Cc2ccccc2)c(=O)[nH]c1=O	4
O=C(NN=C(c1ccccc1)c1ccccn1)c1ccccc1	-22
C(=Nn1cnnc1)c1ccc2c(c1)CCC2	2

(further entries)
SMILES	RXFP1 antag
COc1cccc(CCNC(=O)c2cc(COc3cccc(OC)c3)on2)c1	6
COc1ccccc1S(=O)(=O)N(C)C[C@H]1OCc2cnnn2CCCC(=O)N([C@H](C)CO)C[C@@H]1C	6
COc1ccc(-c2c(C#N)c(N)nc3c2c(=O)n(C)c(=O)n3C)cc1Cl	4
O=C(CNC(=O)c1cccc(F)c1)NC1CC1	-2
COc1ccc2nc(N(CCN(C)C)C(=O)c3ccc4ncsc4c3)sc2c1	4
Cc1nnc(SC(C)C(=O)Nc2ccc(Cl)cc2Cl)[nH]c1=O (stereo not drawn)	-3
Cc1ccc(S(=O)(=O)NCC(=O)OCC(=O)c2ccc(S(=O)(=O)N3CCCCC3)cc2)cc1C	-8
CCC(=O)Nc1cccc(-c2nnc(-c3ccccc3)o2)c1	-8
COc1ccc(C(=O)CC(Sc2ccccc2N)c2ccc(OC)cc2)cc1 (stereo not drawn)	-20
CCC(NCc1cccnc1)c1ccc(OC)c(OC)c1 (stereo not drawn)	9
Cc1noc(C)c1C(=O)Nc1sccc1C(N)=O	-2
CC12CCC(=O)C=C1CCC1C2CCC2(C)C(C(=O)CO)CC(O)C12 (stereo not drawn)	-3
CN(Cc1ccccc1)C(=O)COC(=O)Cc1ccc(Cl)cc1	9
O=[N+]([O-])c1ccc(Cl)c(S(=O)(=O)Nc2ccc3cn[nH]c3c2)c1	7
C#CCN(C[C@@H]1[C@@H](OC(=O)NCc2ccccc2)[C@@H](OC(=O)NCc2ccccc2)Cn2c(=O)n(CCCCCC)c(=O)n21)S(=O)(=O)c1ccc(C)cc1	4
COc1ccc(S(=O)(=O)N2CCOCC2)cc1NC(=O)CN(C)CC(=O)Nc1cccc(F)c1	0
Cc1ccc2nc(COC(=O)c3ccc(Cl)nc3)cc(=O)n2c1	-2
CCc1ccc(N2CC(C(=O)Nc3ccccc3N3CCCC3)CC2=O)cc1 (stereo not drawn)	-1
COc1cc(NC(C)CCCNC(C)C)c2ncccc2c1OC (stereo not drawn)	-11
CCc1nc2ccccc2c(=O)n1/N=C/c1ccc(Cl)cc1	-16
CCC(C(=O)Nc1cc(C)cc(C)n1)c1ccccc1 (stereo not drawn)	-12
COC(=O)CCC(=O)N(CCN(Cc1ccccc1)C(=O)CCC(=O)OC)Cc1ccccc1	-2
Cc1ccc(S(=O)(=O)N(C)c2ccc(C(=O)NCC(c3ccccc3)N3CCCC3)cc2)cc1 (stereo not drawn)	0
O=C(NN=Cc1ccc2c(c1)OCO2)c1ccccc1	10
CCOC(=O)N1C2C=CC(C2)N1C(=O)OCC	5
O=C(COc1ccc(-c2nnco2)cc1)NC1CCS(=O)(=O)C1 (stereo not drawn)	-6
COc1ccc(C(=O)C(C)OC(=O)CNC(=O)c2ccco2)cc1 (stereo not drawn)	8
O=C(CSc1nnc(Nc2ccccc2)s1)NC1CCS(=O)(=O)C1 (stereo not drawn)	-5
Cc1c(Cc2ccccc2)[n+](=O)c2ccccc2n1[O-]	4
O=C1C=C(c2ccccc2Oc2ccccc2)C[C@@H](c2ccc(F)cc2)C1	-1
O=Cc1cn(-c2ccccc2)nc1-c1cccc([N+](=O)[O-])c1	-3
COc1ccc(C(CNC(=O)c2cccc(S(=O)(=O)Nc3ccc(F)cc3)c2)N2CCOCC2)cc1 (stereo not drawn)	7
O=C(O)CCC(=O)c1ccc2sc3ccccc3c2c1	-8
C[C@H](CO)N1C[C@H](C)[C@@H](CN(C)C(=O)Nc2ccc(F)cc2)Oc2ncc(-c3ccc(F)cc3)cc2C1=O	12
CSc1nc2nc(Cl)c(Cl)nc2[nH]1	7
CN1CC(=O)NC1=N	3
CN(C)C(CNC(=O)c1cccc(S(=O)(=O)Nc2ccc(SC(F)F)cc2)c1)c1ccccc1 (stereo not drawn)	-11
COc1ccc(C(CNC(=O)c2ccc(NS(=O)(=O)c3ccc(F)c(C)c3)cc2)N2CCCC2)cc1 (stereo not drawn)	-13
NC(=O)NNc1ccccc1	9
CCOc1ccc(Cc2nccc3cc(OCC)c(OCC)cc23)cc1OCC	-29
Cc1ccnc(NC(=O)c2cccc(S(=O)(=O)Nc3ccc(C)cc3C)c2)c1	-77*
CCC(NC(=O)C1CCCC1)c1ccccc1 (stereo not drawn)	-7
O=c1cc(Cl)nc2ccccn12	9
CSc1ccccc1C(=O)OCC(=O)Nc1cccnc1Cl	-7
O=C(Cc1ccccc1)NCC1COc2ccccc2O1 (stereo not drawn)	-18
COc1cc(O)c(C(=O)c2ccccc2)cc1S(=O)(=O)O	-9
COc1ccccc1S(=O)(=O)N(C)C[C@@H]1OCc2cnnn2CCCC(=O)N([C@H](C)CO)C[C@H]1C	5
CC(C)(C)c1cc(NC(=O)c2cccs2)no1	-3
O=C(CSc1nc2ccccc2c(=O)n1-c1ccccc1F)N1CCOCC1	0
COc1ccc(-c2cc3ccccc3oc2=O)cc1	9
Later entries
SMILES	RXFP1 antag
CC(=O)NC12CC3CC(C1)CC(C(=O)N1CCN(c4ncccn4)CC1)(C3)C2	-9
COc1ccc(NC(=O)COC(=O)C23CC4CC(CC(NC(C)=O)(C4)C2)C3)cc1S(=O)(=O)N1CCOCC1	-16
O=C1NC(=O)C(=Cc2ccc(Cl)c(Cl)c2)S1	-30
CC1(C)OC(=O)C2=C(CC(c3ccccc3)OC2CCc2ccccc2)O1 (stereo not drawn)	-2
O=[N+]([O-])c1ccc(N2CCOCC2)c([N+](=O)[O-])c1	-1
